Mdm2 MdmX PPI: inhibitors of human Mdm2/MdmX interaction | O15151+Q00987 | SaOS-2 split-luciferase Mdm2/MdmX complementation, luminescence | inhibition, % at 8 µM | 3% of 330,000 active | AID 485346;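 active = inhibition of at least 50% at 8 µM in the primary screen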
Target sequence (O15151 whole entry, looked up): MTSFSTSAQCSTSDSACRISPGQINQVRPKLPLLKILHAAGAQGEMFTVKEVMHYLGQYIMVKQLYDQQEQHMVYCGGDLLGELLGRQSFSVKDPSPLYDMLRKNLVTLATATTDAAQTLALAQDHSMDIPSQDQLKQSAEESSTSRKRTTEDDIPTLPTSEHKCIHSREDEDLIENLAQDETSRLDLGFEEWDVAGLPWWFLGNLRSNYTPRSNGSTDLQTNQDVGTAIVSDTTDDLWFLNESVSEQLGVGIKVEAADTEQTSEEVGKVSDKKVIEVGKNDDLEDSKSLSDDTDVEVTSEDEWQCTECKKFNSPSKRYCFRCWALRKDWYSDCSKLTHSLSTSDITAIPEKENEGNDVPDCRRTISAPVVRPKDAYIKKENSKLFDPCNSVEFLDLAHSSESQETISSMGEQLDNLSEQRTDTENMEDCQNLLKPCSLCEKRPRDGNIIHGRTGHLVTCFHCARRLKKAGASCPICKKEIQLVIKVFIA
Target sequence (Q00987 whole entry, looked up): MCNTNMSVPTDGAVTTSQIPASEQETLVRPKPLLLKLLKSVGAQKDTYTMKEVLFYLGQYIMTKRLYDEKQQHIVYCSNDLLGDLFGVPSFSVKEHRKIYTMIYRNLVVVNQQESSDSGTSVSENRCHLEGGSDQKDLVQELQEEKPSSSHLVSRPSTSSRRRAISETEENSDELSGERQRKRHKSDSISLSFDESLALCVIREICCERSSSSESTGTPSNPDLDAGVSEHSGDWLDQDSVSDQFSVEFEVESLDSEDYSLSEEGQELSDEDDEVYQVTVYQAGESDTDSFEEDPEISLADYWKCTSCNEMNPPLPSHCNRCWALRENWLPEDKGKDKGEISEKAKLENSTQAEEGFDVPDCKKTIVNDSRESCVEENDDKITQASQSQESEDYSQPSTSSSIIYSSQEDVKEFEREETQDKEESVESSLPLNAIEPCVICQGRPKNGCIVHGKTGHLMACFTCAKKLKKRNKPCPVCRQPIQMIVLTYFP
TIM10 inh: TIM10 yeast growth inhibition; AID 463195; 1.4% of 330,000 active; S. cerevisiae TIM10 strain growth, BacTiter-Glo luminescence, 24 h; inhibition, % at 10 µM;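 active = inhibition of 40% or more at the single tested concentration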;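 note: wild-type TIM10 isogenic control strain grown at permissive 25 °C; 0% = DMSO yeast wells and 100% = minimal medium wells without yeast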
tim23-1 inh: growth inhibitors of tim23-1 mutant yeast. 1.3% of 330,000 active. S. cerevisiae tim23-1 growth, BacTiter-Glo luminescence, 24 h. inhibition, % at 20 µM. AID 463212;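 active = growth inhibition of the mutant yeast at or above 50%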;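 note: temperature-sensitive mutant grown at 25 °C; plate controls were DMSO-treated mutant yeast for no effect and medium wells lacking yeast for full effect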
XBP1 UPR activ: adaptive UPR (XBP1) activation; CHO-XBP1 luciferase reporter, IRE1-XBP1 UPR activation, luminescence; percent of tunicamycin response, DMSO as zero; activation, % at 20 µM; 0.33% of 330,000 active; AID 463104;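 active = versus positive control, 20 µM dose yields 30% or more activation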;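 note: 100% = tunicamycin at 10 µg/mL and 0% = DMSO only wells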
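Signal: luciferase luminescence; Assay system: CHO-XBP1 luciferase reporter cells; Amount: one thousand reporter cells per well; Dosing: 20 µM single concentration, DMSO 1%; Benchmarks: high control tunicamycin 10 µg/mL final, low control DMSO vehicle only; Schedule: 6 h compound exposure at 37 °C, 5% CO2; Evaluation: percent activation relative to tunicamycin reference.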
tim10-1 inh: inhibits growth of tim10-1 mutant yeast | S. cerevisiae tim10-1 ts strain growth, BacTiter-Glo, 24 h | inhibition, % at 20 µM | 2.2% of 330,000 active | AID 463190;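 active = inhibition of at least 40%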;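 note: mutant grown at 25 °C; 0% = DMSO wells with yeast and 100% = wells holding no yeast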
Jurkat NFkB inh: inhibitors of the PMA/ionomycin-induced NF-kB reporter in Jurkat cells | PMA/ionomycin-induced NF-kB luciferase reporter, luminescence | 0.53% of 330,000 active | AID 435003 | inhibition, % at 4 µM; in the data active = inhibition above about 50%
UPR CHOP act: apoptotic UPR (CHOP) activation | CHO-CHOP luciferase reporter, luminescence; percent of tunicamycin response over DMSO baseline | AID 449763 | 0.34% of 330,000 active | activation, % at 10 µM;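 active = at 10 µM dose, activation of 40% or more, normalized to positive control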;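 note: 100% = tunicamycin at 10 µg/mL and 0% = DMSO alone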
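System: CHO-CHOP luciferase reporter cell line | Buffer or medium: F12 medium containing 10% fetal bovine serum | Doses: One dose, 10 µM in 0.5% DMSO | Times: 6 h compound exposure at 37 °C after overnight seeding | Signal: Luciferase luminescence | Read-out: % activation vs tunicamycin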
697 NFkB inh: inhibitors of the PMA/ionomycin-induced NF-kB reporter in 697 B cells. 697 B-cell NF-kB luciferase reporter, 16 h. inhibition, % at 4 µM. 0.33% of 330,000 active; in the data active = inhibition above about 35%
Active calls of the source: *.

structure	Mdm2 MdmX PPI	TIM10 inh	tim23-1 inh	XBP1 UPR activ	tim10-1 inh	Jurkat NFkB inh	UPR CHOP act	697 NFkB inh
Cc1ccc(Nc2nnc(C3C(=O)N(C)C4(C)CC3c3cc(Br)ccc3O4)s2)cc1 (centres undefined)	13	22	18	1	45*	-13	-1.1	-9
CCN(CC(=O)NCc1ccncc1)S(=O)(=O)c1ccc(OC)cc1	8	4	5	-3	-29	-2	1.3	-1
CC(=O)c1cccc(NC(=O)COC(=O)c2n[nH]c3ccccc23)c1	-37	-21	4	-1	4	2	1.5	14
CCOC(=O)c1[nH]c(=O)[nH]c1CSc1ccccn1	-7	-6	8	2	6	1	2.9	20
CCOc1ccc(OCC(=O)N2CCC3(CC2)CC(=O)c2ccccc2O3)cc1	8	5	11	0	8	9	-1.3	-49
CCOC(=O)c1ccc2c(c1)n(CCCS(=O)(=O)[O-])c(/C=C/c1ccc(Cl)cc1)[n+]2CC	-3	7	2	-1	14	7	-1.1	2
COc1ccccc1NC(=S)NNC(=O)c1nn(C)cc1Cl	-25	4	20	1	25	19	-0.6	-1
CC(C)(Oc1ccc(C2CC2(Cl)Cl)cc1)C(=O)O (centres undefined)	27	5	8	-5	10	4	-0.8	17
Nn1cnnc1N/N=C/c1ccccc1C(F)(F)F	-14	1	10	0	2	-12	-0.4	16
O=C(/C=C/c1ccc(Cl)cc1Cl)c1nc2ccccc2[nH]1	-10	14	16	0	34	-14	-1.6	-3
O=C(NC1CC1)c1ccc2c(c1)ncn2C1CCCC1	11	-4	-7	3	3	-38	0.6	-8
CC(NC(=O)c1ccc(C(C)(C)C)cc1)C(c1cccs1)N1CCOCC1 (centres undefined)	-11	27	37	-2	27	9	-1.6	-18
O=C(Nc1ccc(S(=O)(=O)Nc2ncccn2)cc1)c1ccc(S(=O)(=O)N2CCCC2)cc1	-14	22	-4	-2	-6	5	1.2	14
CCOC(=O)CCC(=O)c1c(C)oc2ccc(OC)cc12	-12	1	21	-5	26	3	-0.5	4
COc1ccc(SC[C@H](Cc2ccccc2)N2CCN(CCc3ccccc3)CCC2=O)cc1	25	22	9	1	27	-6	1.8	10
CCN(CC(=O)Nc1ccc(N2CCOCC2)cc1)C(=O)Cc1ccccc1	-32	10	0	0	15	-8	1.2	-17
COc1ccc(NC(=O)CSc2nc(=O)n(CCN3CCOCC3)c3c2CCC3)c(OC)c1	21	6	-12	-1	2	-1	0.0	-4
Cn1c2ccsc2c2ncn(Cc3ccc(F)cc3)c(=O)c21	25	4	13	-2	11	-13	0.6	6
COc1cc(/C=N/NC(=O)c2cc(-c3cccs3)nc3ccccc23)ccc1O	6	18	29	7	31	-13	2.3	-22
CC(C)c1ccc(NC(=O)C2CCCN(S(=O)(=O)c3ccc4c(c3)C(C)(C)C(=O)N4C)C2)cc1 (centres undefined)	40	11	15	1	14	-13	-0.5	-37
Cn1c(N)c(C(=O)CSc2nnc(-c3ccccc3F)n2N)c(=O)n(C)c1=O	19	-8	-8	0	-13	-8	-1.1	11
c1ccc2c(c1)[nH]c1c(NCC3CCCO3)ncnc12 (centres undefined)	20	0	-1	0	-11	26	0.2	-2
Cc1csc(SC(C)C(=O)NCC2CCCCC2)n1 (centres undefined)	21	13	10	4	-11	5	-1.7	24
Cc1cc(NC(=O)c2cc(-c3ccccc3C)nc3ccccc23)no1	21	10	16	-1	1	7	-0.3	2
O=C(Nc1nc2ccc(Cl)cc2s1)c1ccc(Br)o1	-88	-7	2	2	11	-68	4.9	-156
COc1ccc(N2CCN(C(=O)C3Cc4ccccc4CN3C(=O)c3ccccc3)CC2)cc1 (centres undefined)	1	24	17	-2	32	-30	5.5	-20
N#Cc1ccsc1NC(=O)CN1C(=O)NC2(CCCC2)C1=O	8	-4	8	-1	0	-9	3.7	13
CN(C(=O)COc1ccc(Br)cc1Cl)C1CCCCC1	-2	-8	29	1	26	-18	2.8	-6
COc1ccc(-n2c(C)cc(-c3csc(NC(=O)c4ccc(S(=O)(=O)N(C)C)cc4)n3)c2C)cc1	15	-6	-9	-2	3	17	1.5	21
CN(Cc1ccccc1F)C(=O)C(Cc1ccccc1)NC(=O)c1ccccc1 (centres undefined)	13	18	39	-2	29	12	2.3	4
Cc1cc(=O)oc2c3c(cc(OCC(=O)N4CCC(C(=O)O)CC4)c12)OC(C)(C)CC3	-3	-6	2	2	-16	15	3.7	9
CCOc1ccc(N(CC(=O)N2CCN(Cc3ccccc3)CC2)S(C)(=O)=O)cc1	-2	14	-1	0	23	-4	-0.1	-10

The final 2 compounds of the section before come first, to join the parts:
structure	Mdm2 MdmX PPI	TIM10 inh	tim23-1 inh	XBP1 UPR activ	tim10-1 inh	Jurkat NFkB inh	UPR CHOP act	697 NFkB inh
Cc1cc(=O)oc2c3c(cc(OCC(=O)N4CCC(C(=O)O)CC4)c12)OC(C)(C)CC3	-3	-6	2	2	-16	15	3.7	9
CCOc1ccc(N(CC(=O)N2CCN(Cc3ccccc3)CC2)S(C)(=O)=O)cc1	-2	14	-1	0	23	-4	-0.1	-10
COc1cccc(CNC(=O)CCC2CCCN(C(=O)c3ccc(OC)c(F)c3)C2)c1 (centres undefined)	4	-24	15	0	3	-12	-1.0	10
CCc1oc2c(C)c(O)ccc2c(=O)c1-c1ccc2ccccc2n1	-2	26	18	-1	16	10	1.6	14
C[C@H](CO)N1C[C@H](C)[C@@H](CN(C)Cc2ccccc2)Oc2c(NC(=O)Cc3ccccc3)cccc2C1=O	24	10	19	-5	14	8	-0.8	-1
Cc1cccc(C(=O)Nc2ccccc2SCC(=O)Nc2ccc(C)c(Cl)c2)c1	29	-20	-42	-3	-13	-24	-0.1	-26
COc1cccc(-n2c(SCC(=O)N3CCOCC3)nc3c([nH]c4ccccc43)c2=O)c1	65*	-12	-7	4	-7	-29	-1.2	1
CC(C)c1ccc(/C=C2\SC(=O)N(CC(=O)NC3C=CS(=O)(=O)C3)C2=O)cc1 (centres undefined)	77*	11	-13	-2	4	14	6.2	-161
CCCc1nnc(NC(=O)c2ccc(S(=O)(=O)N(C)c3ccccc3OC)cc2)s1	10	-16	-5	0	-4	-8	2.4	-5
COc1cccc(C2=NOC(C(=O)NCc3ccccn3)C2)c1 (centres undefined)	11	-14	-9	-3	-1	7	5.3	5
CCOc1ccc(S(=O)(=O)N2CCCCC2)cc1NC(=O)C1CSC2(C)CCC(=O)N12 (centres undefined)	-8	3	2	-3	-7	-3	0.5	-26
C[N+](C)(C)CCCN(Cc1ccc2c(c1)OCO2)C(=O)NC1CCCCC1	16	-6	-9	2	-12	16	-0.3	2
CCOc1ccc(N(CC(=O)NC2CCCC2)S(=O)(=O)c2ccccc2)cc1	-26	23	9	-4	0	8	0.1	-1
CCOC(=O)c1nn(-c2ccccc2C)c(=O)cc1OCC(=O)N1CCN(c2ccccc2)CC1	-10	6	17	-2	15	3	1.7	-17
O=C(c1ccc(NS(=O)(=O)c2ccccc2)cc1)N1CCCCCC1	11	9	0	-4	-17	2	2.7	8
CC(=O)Nc1ccc(S(=O)(=O)Nc2nc3ccccc3nc2N2CCc3ccccc3C2)cc1	5	2	14	0	21	-90	3.3	-87
CCOc1ccc(N2C(=O)C3C(c4ccccc4F)NN(C(=O)c4ccc(C)cc4)C3C2=O)cc1 (centres undefined)	6	4	12	-4	2	9	0.6	18
C=C(C)CSc1nc2sc3c(c2c(=O)n1-c1ccc(OC)cc1)CCN(C)C3	5	3	-13	-5	-30	2	2.7	-13
CCCOc1ccc(-c2c(C(=O)N/N=C/c3ccc(OC)cc3)nnn2-c2nonc2N)cc1	11	-27	-11	-3	3	-13	0.9	-8
C/C(NCC(C)(C)CN(C)C)=C(/C#N)C(=O)NCc1ccccc1	8	4	13	-3	11	-28	1.2	-2
Cc1ccccc1NC(=O)Cc1c[nH]c2ccccc12	4	2	11	0	1	-4	2.2	14
COc1ccc(N(CC(=O)Nc2ccc(C)cn2)S(=O)(=O)c2c(C)noc2C)cc1	25	30	35	2	25	0	-2.1	15
COc1ccc(N2CCN(C(=O)c3cccn4c(=O)c5ccccc5nc34)CC2)cc1	15	17	24	-3	14	-15	0.1	-34
CCCCCOc1ccc(NC(=O)c2cc(SC)ccc2Cl)cc1	9	11	-12	0	-1	2	0.3	6
O=C(Nc1cccc(Cl)c1N1CCCC1)c1ccc([N+](=O)[O-])o1	29	40*	22	3	47*	-10	-1.9	-10
CCOC(=O)c1sc2nc(C3CC3)cc(-c3ccc(OC)cc3)c2c1N	-15	7	16	5	32	1	-1.6	-4
O=C(C1=C[C@H](C2CC2)C[C@H](OCc2ccc(CO)cc2)O1)N1CCOCC1	-2	5	-3	0	1	-4	-1.1	9
Cc1ccc2nc(-c3ccccc3)cc(C(=O)NCCCn3ccnc3)c2c1	16	-16	18	-3	13	-14	-0.9	5
CC(OC(=O)c1cccc(S(=O)(=O)Nc2ccccc2F)c1)C(=O)NCc1ccc2c(c1)OCO2 (centres undefined)	6	2	0	-3	10	17	0.8	-2
CCN1CCN(C(c2ccc(F)cc2)c2nnnn2Cc2cccs2)CC1 (centres undefined)	18	6	11	-2	14	-1	-0.2	-4
O=C(CSc1ccc(F)cc1)NCCSc1ccccc1	2	30	14	-1	23	-16	0.2	5
Cc1cc(OCC(=O)NC(C)c2ccccc2)ccc1[N+](=O)[O-] (centres undefined)	-13	-16	-11	0	0	-1	-0.8	9
COc1ccc(-c2nc(C#N)c(N3CCOCC3)o2)cc1OC	22	3	5	-1	22	-33	-1.9	-13
O=C(Cn1cnc([N+](=O)[O-])c1)c1ccc(F)cc1	-19	0	12	1	-38	8	0.6	14
O=C1c2c(Br)c(Br)c(Br)c(Br)c2C(=O)N1c1ccccn1	33	69*	86*	-5	76*	7	1.7	12
O=C1c2ccccc2C(Nc2ccc(Cl)cc2)N1CCN1CCOCC1 (centres undefined)	22	3	-10	1	7	-6	-0.7	7
Cc1ccc(NC(=O)CN(C)CC(=O)N(C)Cc2ccccc2)cc1	-1	8	13	-1	7	1	0.6	7
Cc1ccc(-n2c(O)c(/C=N/Nc3ccc(S(=O)(=O)N4CCOCC4)cc3[N+](=O)[O-])c3ccccc3c2=O)c(C)c1	55*	25	28	-3	18	12	0.4	12
COc1cccc(CNCCO)c1OCc1ccccc1	16	-14	-13	1	-6	2	-2.2	3
Cc1nc(N2CCN(C(=O)c3cnccn3)CC2)c2c3c(sc2n1)CC(C(C)(C)C)CC3 (centres undefined)	70*	0	16	34*	23	8	8.2	-11
Cc1ccccc1NC(=O)c1ccc(CSc2ncccn2)cc1	-34	-5	17	0	34	-4	5.6	8
CC(=O)Oc1ccc2occ(C(=O)c3cccs3)c2c1	-117	29	0	2	-29	-73	2.0	-135
CCC[C@@H]1CCCO[C@@](C(=O)NCc2ccccn2)(C(F)(F)F)C1	-3	20	31	8	22	3	0.4	4
O=C(Nc1cccc(Cl)c1)c1ccc(F)c(S(=O)(=O)N2CCN(c3ccccn3)CC2)c1	45	10	9	-1	18	16	-1.4	-9

Three of the entries above in order of the Jurkat NFkB inh value, falling.
Structure | Jurkat NFkB inh
COc1ccccc1NC(=S)NNC(=O)c1nn(C)cc1Cl | 19
CCOc1ccc(N2C(=O)C3C(c4ccccc4F)NN(C(=O)c4ccc(C)cc4)C3C2=O)cc1 (centres undefined) | 9
O=C(CSc1ccc(F)cc1)NCCSc1ccccc1 | -16

Screening results from PubChem.
